# Source: PubChem
# sEH act: soluble epoxide hydrolase (human) activation. P34913. purified human sEH enzymatic activity, activator screen. activation, % at 2 µM. 91,000 tested, 0.04% active; in the data active = activation above about 37%; also: values of inactives mirror those of a sister screen read the other way
# Target sequence (P34913 whole entry, looked up): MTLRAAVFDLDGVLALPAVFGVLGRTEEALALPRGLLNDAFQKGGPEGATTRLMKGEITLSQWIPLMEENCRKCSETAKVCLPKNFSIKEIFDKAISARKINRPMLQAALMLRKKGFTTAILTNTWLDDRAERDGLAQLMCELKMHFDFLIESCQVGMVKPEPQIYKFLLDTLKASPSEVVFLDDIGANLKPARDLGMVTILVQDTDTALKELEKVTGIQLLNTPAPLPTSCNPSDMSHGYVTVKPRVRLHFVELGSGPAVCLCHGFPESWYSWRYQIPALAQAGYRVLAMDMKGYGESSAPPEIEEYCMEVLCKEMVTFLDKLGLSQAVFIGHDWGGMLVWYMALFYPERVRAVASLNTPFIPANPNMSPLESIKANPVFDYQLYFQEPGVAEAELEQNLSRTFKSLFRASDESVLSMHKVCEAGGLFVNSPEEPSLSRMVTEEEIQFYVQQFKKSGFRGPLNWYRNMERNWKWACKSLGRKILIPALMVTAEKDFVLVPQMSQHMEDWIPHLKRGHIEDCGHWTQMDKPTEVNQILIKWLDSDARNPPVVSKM
# Smad3 FoxH1 inh: inhibitors of human Smad3 transcription factor binding | P84022 | TR-FRET Smad3/Dy647-FoxH1 peptide binding, europium anti-His | inhibition, % at 25 µM | 88,000 tested, 0.29% active;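 active = compounds that reduce the energy-transfer binding signal between the protein and its labelled peptide by more than half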;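 also: 0% = Smad3 plus labelled peptide maximal FRET and 100% = peptide-only background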
# Target sequence (P84022 whole entry, looked up): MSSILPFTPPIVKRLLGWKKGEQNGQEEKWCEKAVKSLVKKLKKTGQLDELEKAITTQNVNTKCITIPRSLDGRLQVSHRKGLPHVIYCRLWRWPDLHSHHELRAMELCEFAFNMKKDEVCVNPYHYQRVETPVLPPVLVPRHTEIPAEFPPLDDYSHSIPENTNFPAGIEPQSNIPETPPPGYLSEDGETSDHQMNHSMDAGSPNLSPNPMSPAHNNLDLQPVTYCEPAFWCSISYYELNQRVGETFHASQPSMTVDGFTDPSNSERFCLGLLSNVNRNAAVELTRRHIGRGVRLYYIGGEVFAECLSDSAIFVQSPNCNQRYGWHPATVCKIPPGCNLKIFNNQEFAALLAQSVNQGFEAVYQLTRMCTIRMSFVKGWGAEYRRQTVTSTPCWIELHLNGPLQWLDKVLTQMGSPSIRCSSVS
# * marks the source's active call; other numbers are inactive results; . = no result given. An excerpt; count on the stated rates, not on these rows.
# Every second line gives: sEH act	Smad3 FoxH1 inh
- O=[N+]([O-])c1ccc2c(N=Nc3ccc4ccccc4c3O)c(O)cc(S(=O)(=O)O)c2c1
    .	72.0*
- CCN(CC)C[C@@H](O)c1ccc2ccc3ccccc3c2c1
    .	-10.9
- N[C@@H](Cc1ccnnc1)C(=O)O
    .	-7.9
- Cc1cc2cc3c(=O)[nH]c(=O)[nH]c3nc2cc1C
    .	-130.7
- O=C1c2ccccc2-c2ccc(N(Cc3ccc(Br)cc3)Cc3ccc(Br)cc3)cc21
    .	4.2
- NC(=O)NCCS[C@H]1CCCC[C@@H]1O
    .	11.7
- O=C(O)CCCSc1ccccc1
    .	-3.8
- C[C@@](N)(Cc1c[nH]c2ccccc12)C(=O)O
    .	1.9
- NCCCc1ccc2oc3ccccc3c2c1
    .	-3.5
- CCC(=O)[C@@H](c1ccccc1)c1ccccn1
    .	-7.5
- O=S(=O)(O)c1ccc(-c2nnc(-c3ccccn3)nc2-c2ccc(S(=O)(=O)O)o2)o1
    .	1.4
- O=C(O)C[C@H](Cc1ccccc1Cl)C(=O)O
    .	-0.2
- c1nnc(NCNc2nncs2)s1
    .	7.6
- COc1ccc2c(c1)CCc1c(-c3noc4c3CCc3cc(OC)ccc3-4)noc1-2
    .	0.9
- CC(C)(C)c1cc(Br)c(O)c(CN(Cc2cc(C(C)(C)C)cc(Br)c2O)C2CCCCC2)c1
    .	4.6
- N/N=C1/CC(=O)NC(=O)N1
    .	-10.3
- Clc1ccccc1NN(Cc1ccccn1)c1ccccc1Cl
    .	38.1
- c1ccc2c[n+](Cc3ccnc4ccccc34)ccc2c1
    .	101.1*
- CC(C)(N=NC(C)(C)C1=NCCN1)C1=NCCN1
    .	22.5
- FC(F)(F)c1cccc(-c2nc3nc(Cl)c(Cl)nc3[nH]2)c1
    .	7.5
- CC(=O)O[C@H]1CC[C@@]2(C)C(=CC[C@@H]3[C@H]4CC[C@@H](c5cc(C(F)(F)F)n(C(C)=O)n5)[C@]4(C)CC[C@H]32)C1
    .	-5.7
- N#CC[N+]1(Cc2ccccn2)CCCC1
    .	0.9
- O=C1c2ccccc2C(=O)c2c(Nc3ccc4c5c(cccc35)C(=O)c3ccccc3-4)cccc21
    .	83.1*
- O=C(NCc1cccs1)O[C@H]1C[C@H]2CC[C@@H]1C2
    .	2.9
- OCCSCc1ccccc1
    .	-8.0
- Clc1ccc(CSCc2ccc(Cl)cc2Cl)c(Cl)c1
    .	-2.9
- c1ccc2c(CC3NCCN3)cccc2c1
    .	-4.2
- Clc1ccc(Cl)c(SCCCN2CCNCC2)c1
    .	4.5
- Cc1cccc(Cl)c1NC[C@H](O)CN1CCN(C)CC1
    .	-0.3
- Clc1cc2c(c(CSC3=NCN(CC4CC4)CN3)c1)OCOC2
    .	3.9
- CC(C)=CCC1=C(OCC(=O)O)C(=O)c2ccccc2C1=O
    .	4.7
- COC(=O)c1ccc(NC(=O)c2ccc(C)cc2)o1
    -7.2	.
- CCC(CC)C(=O)Nc1cc(C(=O)NCCc2ccccc2)ccc1Cl
    -14.8	.
- O=S(=O)(c1cccc(NC(=S)Nc2ccc(Br)cc2Cl)c1)N1CCOCC1
    -13.7	.
- COc1cc(C2CC(=O)c3c([nH]c(C(=O)OCCOC(C)C)c3C)C2)cc(OC)c1OC (configuration not stated)
    -6.5	.
- CCNC(=S)NN(c1ccccc1)c1ccccc1
    8.2	.
- Cn1cc([N+](=O)[O-])c(C(=O)Nc2ccc(Br)cn2)n1
    -2.9	.
- O=Cc1nc(-c2ccccc2Cl)n2ccccc12
    -9.1	.
- C=CCNC(=O)COC(=O)COc1ccc(Cl)cc1C
    -5.0	.
- N#Cc1ccc(NC(=O)CCc2ccc(S(=O)(=O)N3CCOCC3)cc2)cc1
    -9.0	.
- O=C(NC(Cc1ccccc1)c1ccc2c(c1)OCCCO2)c1ccccc1F (configuration not stated)
    7.3	.
- Cc1ccc(NCCC(=O)c2ccc(Br)cc2)cc1
    6.6	.
- Cc1cc2nnc(SCCCCN3C(=O)c4ccccc4C3=O)n2c2ccccc12
    5.8	.
- O=C(Nc1ccc(/C=C/c2nc3ccccc3o2)cc1)c1ccc(F)cc1
    -9.4	.
- CCOc1cc(/C=N/O)cc(Br)c1OCc1ccc(Cl)cc1
    -0.7	.
- C=CCOc1nc2c(c(=O)n(C)c(=O)n2C)n1Cc1c(Cl)cccc1Cl
    16.5	.
- CC(Sc1ccccc1)C(=O)Nc1ccccc1C(=O)N1CCOCC1 (configuration not stated)
    4.7	.
- CC(=O)NS(=O)(=O)c1ccc(NC(=S)NC(=O)c2ccco2)cc1
    9.8	.
- O=C(NNC(=S)Nc1ccccc1)c1ccco1
    -2.9	.
- COc1ccc(-c2nc3c(c(=O)[nH]c(=O)n3Cc3ccccc3)n2Cc2ccccc2)cc1
    -0.1	.

# (further entries)
# Every second line gives: sEH act	Smad3 FoxH1 inh
- C=CCn1c(=N)n(CC(O)COc2ccc(OC)cc2)c2ccccc21 (configuration not stated)
    -8.8	.
- CCN(CC)CC#CC(C)(C)OC(C)=O
    6.3	.
- O=C(NNc1cccc(Cl)n1)c1c(Cl)cccc1Cl
    -10.7	.
- Cc1c(C#N)c(N=CN(C)C)c(C(=O)c2ccccc2)n1-c1ccccc1
    0.8	.
- CCCc1cc2c(cc1NC(=O)c1ccc(C)cc1)OCO2
    13.3	.
- O=C(Cc1cccc2ccccc12)Nc1ccc(-c2cc3ccccc3oc2=O)cc1
    8.4	.
- Cc1cc(C)n(-c2ccc(C(=O)Nc3nnc(C4CC4)s3)cc2)n1
    -5.0	.
- Cc1ccc(N/N=C/c2c(O)cc(C)oc2=O)cc1
    -13.0	.
- Cc1cccc(NC(=S)c2nc3ccccc3s2)c1
    -3.2	.
- O=S(=O)(NCCCc1ccccc1)c1ccccc1
    2.2	.
- O=S(=O)(c1cccc(-c2nnc(-c3ccc(Br)cc3)o2)c1)N1CCCCCC1
    -0.7	.
- O=c1ccnc(SCn2nnc3ccccc3c2=O)[nH]1
    7.8	.
- CCc1nnc(NC(=O)CSc2nnc(CSc3nc(C)cc(C)n3)n2CC)s1
    -6.8	.
- O=C1NC(=O)/C(=C\c2ccccc2Oc2ccc(F)c(F)c2)S1
    -13.6	.
- CCN(CC)S(=O)(=O)c1cccc(NC(=O)C2SC(=Nc3ccc(C)cc3C)C(C(=O)NC(C)COC)=C2N)c1 (configuration not stated)
    8.3	.
- O=C1N/C(=N\N=C\c2ccc3ncccc3c2)SC1Cc1ccc(SC(F)F)cc1 (configuration not stated)
    13.5	.
- COC(=O)c1ccc(C2Nc3ccc(/C(C)=N/NC(=O)C(OC)c4ccccc4)cc3C3C=CCC32)cc1 (configuration not stated)
    -2.4	.
- CCCCCC(=O)NC(NC(=S)Nc1ccc(S(N)(=O)=O)cc1)C(Cl)(Cl)Cl (configuration not stated)
    -12.0	.
- Cc1cc(C)c(S(=O)(=O)Nc2ccc3c4c(cccc24)CC3)c(C)c1
    -3.3	.
- CCOc1cc(N(CC)CC)ccc1/C=C(/C#N)c1nc2ccccc2[nH]1
    -4.2	.
- Cc1ccccc1OCC(O)Cn1c2ccccc2c2ccccc21 (configuration not stated)
    6.9	.
- Cc1ccc2c(c1)/C(=N/OS(=O)(=O)c1ccccc1)CCS2
    -8.8	.
- O=C(Cn1ncc2c(=O)oc3ccccc3c21)N1CCN(c2ccccn2)CC1
    4.5	.
- CC(C)Oc1ccc(C(=O)NCc2cccs2)cc1
    -11.9	.
- CCOC(=O)c1c(NC(=S)Nc2ccc(Cl)cc2)sc(C)c1C
    7.4	.
- Cc1ccc(-c2cc(C(F)(F)F)nc(SCC(=O)c3cccc([N+](=O)[O-])c3)n2)cc1
    11.4	.
- COc1ccc2c(c1)-c1nc(NC(=O)c3cccs3)sc1CC2
    10.9	.
- NNC(=O)CNC(c1ccccc1)c1cc(Br)ccc1NC(=O)c1ccccc1Br (configuration not stated)
    -4.2	.
- O=C(NCCc1ccccc1)N1c2ccccc2Sc2ccccc21
    -4.0	.
- COC(/C=C/Nc1ccc(C)c(C)c1)=C(C#N)C#N
    13.4	.
- CCCCCCCC(=O)NNC(=O)c1ccc(F)cc1
    -3.7	.
- O=C(OC(C(=O)O)C(OC(=O)c1ccccc1)C(=O)NCc1ccccc1)c1ccccc1 (configuration not stated)
    11.7	.
- Cc1nc(NC(=O)c2ccccc2)sc1-c1csc(Nc2cccc(Cl)c2)n1
    -50.7	.
- CCC(=O)Nc1ccc(-c2nnc(SCc3ccc(C(=O)Nc4nccs4)cc3)n2CC)cc1
    9.3	.
- Oc1ccc2ccccc2c1C=NC12CN3CCN(CN(C3)C1)C2
    -9.8	.
- CC(/C=N/NC(=O)C(O)c1ccccc1)=C\c1ccccc1 (configuration not stated)
    8.0	.
- Fc1ccc(N2CCN(c3nc(-c4ccco4)cc(C(F)(F)F)n3)CC2)cc1
    -16.6	.
- O=C(CSc1nnc(-c2ccccc2Br)o1)Nc1cccc2ccccc12
    -4.3	.
- CCOc1cc(CNc2ccc3c(c2)OCCO3)cc(Br)c1OC
    10.5	.
- CCN(CC)CCn1cnc2c([nH]c3cccc(OC)c32)c1=O
    -2.2	.

# Reformatted: entries from further up.
SMILES	sEH act	Smad3 FoxH1 inh
CC(/C=N/NC(=O)C(O)c1ccccc1)=C\c1ccccc1 (configuration not stated)	8.0	.
Fc1ccc(N2CCN(c3nc(-c4ccco4)cc(C(F)(F)F)n3)CC2)cc1	-16.6	.
O=C(CSc1nnc(-c2ccccc2Br)o1)Nc1cccc2ccccc12	-4.3	.

# Remaining list, next part
# Every second line gives: sEH act	Smad3 FoxH1 inh
- CCCC/C(C)=N/NC(=O)C(=O)NCCc1ccccc1
    -26.9	.
- O=C1C(Cc2ccccc2)NC(=S)N1c1ccccc1 (configuration not stated)
    1.4	.
- CCOCCCNC(=O)C1CCN(S(=O)(=O)N2CC(C)CC(C)C2)CC1 (configuration not stated)
    0.8	.
- CCOC(=O)CC1C(=O)NCCN1S(=O)(=O)c1ccc(Cl)c(Cl)c1 (configuration not stated)
    -0.3	.
- CCOC(=O)CSc1nc2cc(S(=O)(=O)Nc3ccccc3OC)ccc2o1
    1.0	.
- Cc1ccc(-c2nc(-c3ccccn3)no2)cc1
    5.6	.
- COc1cccc(/C=N/NC(=O)c2csc(-n3nc(C)cc3C(F)(F)F)n2)c1
    -18.4	.
- CCOC(=O)c1[nH]c(C(=O)O)c(CCC(=O)OC)c1C
    -17.3	.
- O=C(/C=C/c1cccc([N+](=O)[O-])c1)NCC1CCCO1 (configuration not stated)
    12.7	.
- O=C(Nc1nccc(-c2cccs2)n1)c1cccs1
    5.5	.
- Cn1sc(NC(=O)c2cccc(Cl)c2)nc1=O
    -7.2	.
- CC1Cn2c(COc3ccccc3)nnc2S1 (configuration not stated)
    4.3	.
- O=C(N/N=C/c1ccccc1)c1sccc1OCc1ccc(F)cc1
    -0.5	.
- CCn1c(SCc2c(Cl)cccc2Cl)nnc1-c1nn(-c2ccccc2)ccc1=O
    11.2	.
- CC(C)(C)C(=O)Cn1ncc(N2CCCC2)c(Br)c1=O
    -16.9	.
- C=CCNC(=O)CSc1nnc(-c2ccccc2Cl)n1-c1c(C)n(C)n(-c2ccccc2)c1=O
    -9.0	.
- CCOc1ccc(N(CC(=O)NCc2ccco2)S(C)(=O)=O)cc1
    -6.3	.
- COC(=O)c1[nH]c2ccccc2c1NC(=O)CN1CC(C)OC(C)C1 (configuration not stated)
    -5.6	.
- CCc1nnc(NC(=O)c2nc3nc(C)cc(C)n3n2)s1
    -12.6	.
- Cc1c(C#N)c(NC(=O)c2cccc(Cl)c2)n(Cc2ccccc2)c1C
    -10.9	.
- Cc1cc(C)nc(Sc2nc(Cl)nc(N(c3ccccc3)c3ccccc3)n2)n1
    0.9	.
- O=C1c2cnc3nc(SCc4ccccc4)nn3c2CC2c3ccccc3CCN12 (configuration not stated)
    9.6	.
- COc1ccc(N=C2S/C(=C\c3cc(C)n(C)c3C)C(=O)N2CC(C)C)cc1
    -7.0	.
- COCCn1c(SCC(=O)Nc2ccc(Cl)c(S(=O)(=O)N(C)C)c2)nc2ccccc21
    -18.2	.
- CC(CN(C(N)=O)c1ccccc1O)C(=O)O (configuration not stated)
    -4.3	.
- Cc1cc(NC(=O)c2ccc(S(=O)(=O)N3CCOCC3)cc2)nc2c1c(=O)oc1ccccc12
    2.5	.
- COc1cc2c(cc1NC(=O)C(C)Sc1ccc(C)cc1)oc1ccccc12 (configuration not stated)
    -0.7	.
- COC(=O)c1sccc1-c1ccc(C(=O)Nc2cccnc2)o1
    -2.2	.
- O=C1CCC/C1=C/Nc1ccc2c(c1)OCO2
    4.5	.
- O=C(Oc1ccc(=O)n(-c2ccccc2)n1)c1ccccc1
    -4.9	.
- O=C(Nc1nnc(CCS(=O)(=O)c2ccc(Br)cc2)s1)c1ccc([N+](=O)[O-])cc1
    -11.9	.
- Cc1cc(C)c(NC(=O)C2C3/C=C\CCCCC32)c(C)c1 (configuration not stated)
    2.3	.
- O=C1Nc2ccccc2C1(c1ccccc1)c1ccccc1
    0.4	.
- CSCCC(NC(=O)c1ccco1)C(=O)OC(C)C(=O)NC(=O)NC1CCCCC1 (configuration not stated)
    -14.2	.
- COC(=O)c1cc2sccc2n1Cc1nc(-c2ccc(Cl)cc2)oc1C
    2.8	.
- Cc1ccc(S(=O)(=O)N2CCOCC2)cc1NC(=O)COC(=O)CSc1ccc(Br)cc1C
    -7.2	.

# Full records as entered above. Order of screens: sEH act | Smad3 FoxH1 inh
# `CSCCC(NC(=O)c1ccco1)C(=O)OC(C)C(=O)NC(=O)NC1CCCCC1` (configuration not stated) as listed: -14.2 | .
# `Cc1ccc(S(=O)(=O)N2CCOCC2)cc1NC(=O)COC(=O)CSc1ccc(Br)cc1C` as listed: -7.2 | .
# `COC(=O)c1cc2sccc2n1Cc1nc(-c2ccc(Cl)cc2)oc1C` as listed: 2.8 | .
# `O=C1Nc2ccccc2C1(c1ccccc1)c1ccccc1` as listed: 0.4 | .
# `O=C(Nc1nnc(CCS(=O)(=O)c2ccc(Br)cc2)s1)c1ccc([N+](=O)[O-])cc1` as listed: -11.9 | .
